Compound activity from PubChem BioAssay.
CaV13 FRET inh = Disruptors of the CACNA1D IQ motif to Ca2+-dependent inactivation inhibitor domain association, primary screening, Förster resonance energy transfer in intact living …; HEK cells, CFP/YFP FRET ICDI-IQ, plate reader, 10 min; percent FRET-ratio fall versus neutral wells; inhibition, % at 12.3 µM; 340,000 compounds, 0.098% hits;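 active means mean replicate inhibition of at least 30% and at least 1% of replicates passing that level; inconclusive means only one of the two criteria is met; inactive means neither criterion is met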;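 further: 0% = median of the neutral control wells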
NR2E3 ag-1 = activates human photoreceptor nuclear receptor NR2E3; Q9Y5X4; GST-NR2E3/biotin-RetCOR TR-FRET, 1536-well; inhibition of corepressor binding, % at 4.78 µM; 320,000 compounds, 0.12% hits; AID 2300;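 active means percent inhibition above the cutoff of mean plus 3 SD of all tested compounds, set per screening campaign, cut at about 20% in these data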;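 further: 0% = DMSO wells and 100% = biotin wells as full block of FRET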
Target sequence (Q9Y5X4 whole entry, looked up): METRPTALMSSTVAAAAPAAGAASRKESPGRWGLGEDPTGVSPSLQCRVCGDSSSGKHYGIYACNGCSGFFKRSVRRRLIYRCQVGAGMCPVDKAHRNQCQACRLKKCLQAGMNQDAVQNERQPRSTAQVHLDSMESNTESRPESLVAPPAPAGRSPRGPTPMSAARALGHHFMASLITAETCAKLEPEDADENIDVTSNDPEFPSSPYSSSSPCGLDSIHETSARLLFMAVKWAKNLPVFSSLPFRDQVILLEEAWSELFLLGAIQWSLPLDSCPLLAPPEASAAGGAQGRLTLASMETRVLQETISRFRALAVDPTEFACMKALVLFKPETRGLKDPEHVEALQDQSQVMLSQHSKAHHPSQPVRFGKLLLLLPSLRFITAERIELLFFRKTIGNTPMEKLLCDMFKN
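Assay system: NR2E3–RetCOR corepressor complex. Quantity: 1.35 nM GST-NR2E3. Buffer or medium: pH 7.5 Tris-based buffer. Reagent: biotinylated RetCOR corepressor at 7 nM final. Schedule: 5 h at 4 °C. Detection: TR-FRET, emission read at 617 and 671 nm. Replicates: one well per compound, singlicate testing.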
Granule exo inh = blocks lytic granule exocytosis | 360,000 compounds, 0.66% hits | inhibition, % at 10 µM | TALL-104 LAMP-1 surface exposure, flow cytometry; cells stimulated with thapsigargin and PMA | AID 651702;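 active means inhibition above about 55%, limit read from the data; inconclusive means no clear call, values can overlap the other calls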
NR2E3 ag-2 = human photoreceptor-specific nuclear receptor agonism | CHO-S Gal4-NCOR/VP16-NR2E3 two-hybrid, luciferase | inhibition of corepressor binding, % at 3.98 µM | 360,000 compounds, 0.35% hits | AID 602229;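 active means inhibition above the mean of all tested compounds plus 3 SD, cut at about 70% in these data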;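 further: 0% = DMSO with NR2E3 transfected cells and 100% = cells lacking NR2E3 construct; higher means lower luciferase signal from less NR2E3 corepressor binding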
HIF-2a block = inhibitors of HIF-2a; 786-0 RCC cells HIF-2a reporter, luciferase luminescence, overnight; 360,000 compounds, 0.72% hits; inhibition, % at 18.8 µM;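 active means inhibition of the luminescence signal of 40% or more relative to plate controls, in a single-dose primary screen at 18.75 µM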
iPSC survival up = enhancers of human iPSC single-cell survival | survival enhancement, % at 20 µM | 360,000 compounds, 0.044% hits | AID 602274 | hiPSC single-cell survival, ATPlite luminescence; 100% = ROCK inhibitor wells, 0% = DMSO; in the data active means survival enhancement above about 18%;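 further: cells exposed to compounds for 16 hours before the ATP read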
Vif imaging = blocks HIV Vif function; 340,000 compounds, 0.35% hits; HEK293T cells, Vif self-association by quenched fluorescence, imaging, 24 h; inhibition, % at 7.49 µM; in the data active means inhibition above about 50%, passing the limit was not always enough; inconclusive means no clear call, values can overlap the other calls; inactive means below about 31%; further: some results filed as inactive read as strong as hits
MITF TRPM1 inh = MITF TRPM1 promoter inhibition in SK-MEL-5 cells | SK-MEL-5 TRPM1 promoter luciferase, 24 h | inhibition, % at 12.5 µM | 330,000 compounds, 0.83% hits | AID 488899;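 active means mean inhibition across replicates of 60% or more, whatever share of single replicates reaches that level; inconclusive means some that reach 60%, reason not given; inactive means mean inhibition across replicates below 60%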; further: values of inactives mirror those of a sister screen read the other way
aDG glyco up = alpha-DG glycosylation activation; AID 624168; 360,000 compounds, 0.22% hits; activation, % at 10 µM; Pro5-aDG cells, alpha-DG glycosylation AlphaScreen (IIH6); 0% Pro5, 100% B10-LARGE cell signal;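 active means activation of at least 8% versus controls, or a plate z-score of at least 8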;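 further: Pro5 are CHO cells carrying HIG-tagged alpha-DG that lacks glycosylation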
Peg3 promoter = inhibitors of Peg3 promoter | HeLa PEG-Prom luciferase reporter, luminescence, overnight | 360,000 compounds, 1.7% hits | inhibition, % at 20 µM;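 active means inhibition of at least 50% at 20 µM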
PDI inh = PDI (human) enzyme inhibition; P07237; PDI insulin aggregation turbidity, A650, 90 min; inhibition, % at 10 µM; 350,000 compounds, 0.052% hits; AID 588391;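 active means mean inhibition across replicates of 30% or more, whatever share of single replicates reach that level; inconclusive means mean inhibition below 30% while every single replicate reaches 30%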;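 further: absorbance from insulin aggregation driven by PDI reduction with DTT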
Target sequence (P07237 whole entry, looked up): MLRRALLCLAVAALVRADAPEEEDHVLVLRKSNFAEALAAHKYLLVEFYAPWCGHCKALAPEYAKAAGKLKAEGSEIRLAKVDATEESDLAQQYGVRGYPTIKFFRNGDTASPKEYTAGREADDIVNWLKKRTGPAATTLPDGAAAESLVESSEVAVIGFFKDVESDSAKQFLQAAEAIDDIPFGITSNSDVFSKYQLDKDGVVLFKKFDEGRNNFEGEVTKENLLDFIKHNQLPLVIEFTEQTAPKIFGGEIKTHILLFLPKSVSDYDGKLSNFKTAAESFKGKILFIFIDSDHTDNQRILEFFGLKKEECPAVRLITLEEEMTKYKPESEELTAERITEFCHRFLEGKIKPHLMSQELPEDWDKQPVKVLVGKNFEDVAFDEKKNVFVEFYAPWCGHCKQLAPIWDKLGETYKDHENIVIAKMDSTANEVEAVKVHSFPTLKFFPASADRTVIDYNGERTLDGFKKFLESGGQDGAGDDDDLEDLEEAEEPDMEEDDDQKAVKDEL
The depositor's hits bear a star; ? = inconclusive; / = no result given.

Value order – CaV13 FRET inh	NR2E3 ag-1	Granule exo inh	NR2E3 ag-2	HIF-2a block	iPSC survival up	Vif imaging	MITF TRPM1 inh	aDG glyco up	Peg3 promoter	PDI inh
- Cc1ccc(S(=O)(=O)N2C[C@H]3[C@H]4C(=O)N(C5CCCCC5)C(=O)[C@H]4CC(=O)[C@H]3[C@@H]2c2cccc3ccccc23)cc1
  -6	/	0	13	6	0.4	/	/	-0.3	13	/
- CCN(CC)S(=O)(=O)c1ccc(C)c(NC(=O)CNc2cccc(S(=O)(=O)N3CCCC3)c2)c1
  -4	2	-3	0	9	1.0	-7	14	0.1	32	5
- COc1ccc(S(=O)(=O)N2CCCCCC2)cc1C(=O)NCc1ccccc1Cl
  -6	/	-2	14	-2	-0.4	4	-1	0.2	8	3
- O=C(/C=C/Nc1ccc(S(=O)(=O)Nc2ncccn2)cc1)c1ccc(Cl)c(Cl)c1
  -6	2	0	-7	8	4.1	-5	8	-0.2	-12	-3
- COc1cc(C)c(C)cc1S(=O)(=O)N1CCCCC1c1cccnc1 (configuration not stated)
  /	-1	-4	-4	9	2.5	16	13	0.1	22	-1
- Cc1ccc(SCc2cn3cc(Cl)ccc3n2)cc1
  5	-2	36	-60	-305	-0.2	0	-64	0.1	-280	-4
- O=C(Nc1cccc(O)c1)c1ccccc1
  -4	-1	-1	-47	-130	4.5	-11	-30	0.4	-80	-1
- CC1CCCCN1S(=O)(=O)c1ccc(C(=O)Nc2nnc(C3CC3)o2)cc1 (configuration not stated)
  -4	5	1	-9	11	-0.3	-5	-8	0.0	15	-13
- COc1ccc(NC(=O)CSc2nnc(Cn3cnc4ccccc43)o2)cc1
  -3	2	-4	-14	19	0.7	-7	11	2.1	-2	4
- O=C(O)CC1C(=O)NCCN1Cc1cccs1 (configuration not stated)
  -6	2	-2	14	11	6.2	6	7	-0.1	-7	2
- Cc1ccc(OCCNC(=O)Cn2cnc3c(=O)n(C)c(=O)n(C)c32)cc1C
  -6	1	-1	-7	1	-2.8	-5	9	-0.1	1	0
- O=C(CN(C(=O)C1COc2ccccc2O1)c1ccccc1)NCC1CCCO1 (configuration not stated)
  /	0	0	1	9	-2.9	1	-10	-0.2	16	-3
- O=C1NC[C@H](CCCCN2C[C@H](Cc3ccccc3)N(Cc3ccccc3)C(=O)C2=O)N(CC2CCCCC2)C1=O
  -5	/	2	-11	-5	-0.4	/	/	0.1	/	/
- COc1ccccc1/C=C/C1(C(=O)NC2CCCC2)CC(=O)N1c1ccccc1 (configuration not stated)
  0	-1	1	-38	22	-1.0	13	32	-0.1	-5	-3
- O=C(NCc1ccncc1)c1cc(-c2ccc(Cl)cc2)oc1C(F)(F)F
  -20	0	-1	9	-14	-0.6	-6	-2	0.3	6	-1
- COc1ccc2nc(-c3ccccc3)[nH]c(=O)c2c1
  -9	/	-1	-46	-242	-0.8	/	-32	0.0	-199	-5
- Cc1ccc([C@@H]2C[C@H]3[C@@H](CN2S(=O)(=O)c2ccc(C)cc2)C(=O)C[C@@H](c2ccc(C)cc2)N3S(=O)(=O)c2ccc(Cl)cc2)cc1
  -7	/	3	-8	-1	-1.1	11	/	0.3	-1	11
- O=C(COC(=O)c1cc(Cl)ccc1O)Nc1cc(C(F)(F)F)ccc1N1CCOCC1
  -3	/	5	6	8	0.5	5	3	0.0	8	3
- Cc1ccc(Cl)cc1Nc1nc(-c2sc(NC(=O)C(C)(C)C)nc2C)cs1
  -9	2	11	19	-11	4.2	1	5	0.2	-8	3
- CCOc1ccccc1CNC(=O)Cn1ccc2cc(S(=O)(=O)N3CCC(C)CC3)ccc21
  /	-3	-1	-34	11	2.0	-6	5	0.6	10	-8
- CCc1nnc(NC(=O)CN2CCN(Cc3ccccc3C)CC2)s1
  -4	4	2	-21	15	0.0	-1	-4	0.1	18	15
- O=C(COC(=O)c1cccc(S(=O)(=O)N2CCOCC2)c1)Nc1ccc2c(c1)OCO2
  /	0	0	13	3	1.2	19	18	-0.3	3	1
- Cc1cccc(C)c1OCc1cc(C(=O)NCc2ccc(Cl)s2)no1
  -6	-4	-3	-11	-13	-0.5	-3	12	0.2	-3	10
- CCOc1ccc(-c2c(C(=O)N/N=C/c3ccccc3)nnn2-c2nonc2N)cc1
  -7	1	-2	-14	7	0.3	-1	13	-0.2	4	11
- Cc1ccc(S(=O)(=O)NCCC(=O)N2CCOCC2)cc1C
  -5	-5	-1	-18	-2	-0.3	-8	-7	0.0	25	-7
- O=C(Nc1ccc2c(c1)OCO2)c1csc([C@@H]2C[C@H](O)[C@@H](CO)O2)n1
  -12	/	-4	-35	-53	-2.1	-4	/	-0.6	-36	8
- CN(Cc1ccsc1)C(=O)CCc1nnc(CCCc2ccccc2)o1
  -16	-2	-4	-109	-229	-0.4	-10	-77	0.1	-211	8
- O=C(CC12CC3CC(CC(C3)C1)C2)NCC(c1ccc(F)cc1)N1CCOCC1 (configuration not stated)
  1	1	-1	-17	17	4.3	7	-1	-0.3	28	3
- Cc1cnc(NC(=O)Cn2cnc3c2c(=O)n(C)c(=O)n3C)s1
  ?	-2	-1	1	21	-0.5	17	-4	-0.1	5	-1
- COC(=O)C(C(=O)OC)C(C[N+](=O)[O-])c1ccc(OC)c(OC)c1 (configuration not stated)
  -4	-3	4	-24	10	2.1	3	-8	0.5	-5	-1
- O=C(NN1C(=O)c2ccccc2C1=O)c1ccc2c(c1)C(=O)N(CC1CCCO1)C2=O (configuration not stated)
  -2	-1	-4	-21	-97	0.3	-3	12	-0.1	-47	-3
- O=[N+]([O-])c1cc(-c2cnc3ccccc3n2)ccc1Oc1ccc(Cl)cc1
  -5	2	2	-42	-129	0.5	15	-22	0.2	-124	5
- COc1ccc2[nH]cc(C3N4CC5(C)CN3CC(C)(C4)C5=O)c2c1 (configuration not stated)
  /	2	2	-2	13	0.9	-1	5	0.2	4	1
- COC(=O)c1c(NC(=O)CN2CCOCC2)sc2c1CCC(C)C2 (configuration not stated)
  -5	1	15	-10	-231	-0.1	12	-87	0.0	-217	2
- C=CCNC(=O)C1CCC(=O)N1S(=O)(=O)c1ccc(C)cc1 (configuration not stated)
  -2	-2	-4	16	15	0.5	-11	8	-0.1	1	5
- NS(=O)(=O)c1cccnc1Nc1cccc(Cl)c1Cl
  -1	-4	15	-10	-71	2.7	/	-10	0.4	-70	0
- O=C(NC(=S)NNC(=O)c1cnccn1)c1ccc(F)cc1
  3	1	0	0	3	2.1	/	-2	0.4	23	-3
- CCN1CCN(c2cc(C)c3cc(NC(=O)c4ccc(Br)o4)ccc3n2)CC1
  -6	0	4	-46	-119	-3.2	8	-22	0.8	-50	-5
- Cc1cc(C)c(S(C)(=O)=O)c(Oc2cccc(C(F)(F)F)c2)n1
  6	-1	-3	22	27	2.2	4	-11	0.7	2	-4
- CC(=O)O[C@@H]1[C@@H](OC(C)=O)[C@H](n2ccc3cc([N+](=O)[O-])ccc32)OC[C@@H]1OC(C)=O
  -5	-1	-3	-6	14	0.0	-2	-5	0.8	-2	3
- CC(=O)Nc1ccc(S(=O)(=O)NCCC(=O)Nc2cccc(Cl)c2)cc1
  -3	2	44	-37	19	-0.5	-13	-4	0.0	18	3
- O=C1C(CSCc2ccccc2)NC(=S)N1c1ccccc1 (configuration not stated)
  -16	-1	37	4	27	-0.5	4	/	0.1	34	-5
- CC(Oc1ccc(Br)cc1)C(=O)NCC1(N2CCCCC2)CCCCC1 (configuration not stated)
  -5	1	-4	5	5	0.0	-7	-2	-0.2	-4	9
- CN(C)c1ccc(C(c2ccc(N(C)C)cc2)C(O)c2ccccc2)cc1 (configuration not stated)
  -7	/	7	-16	13	-1.6	-2	2	-0.7	15	-2
- O=Cc1cn(CC(=O)N2CCCCC2)c2ccccc12
  -16	1	-4	-27	11	1.7	2	13	-0.1	3	-1
- O=C(NCCOc1ccccc1)c1ncn[nH]1
  -3	3	-2	-5	8	0.8	18	-6	-0.2	-8	3
- COc1cccc(-n2nnnc2SCC(=O)Nc2cccc(NC(C)=O)c2)c1
  -5	5	-2	-15	1	-1.7	-8	-2	0.2	2	2
- Cc1ccc([N+](=O)[O-])cc1NC1OC(CO)C(O)C1O (configuration not stated)
  -8	0	2	-14	5	0.4	3	8	-0.1	4	-3
- CCCCC[C@H](C)N1C[C@@H](COCc2ccccc2)Oc2cc(N3CCC[C@@H]3COC)ccc2S1(=O)=O
  -7	/	0	-5	-3	-0.6	/	/	-0.3	/	/
- COc1ccc(S(=O)(=O)NC(=O)C2(C)CCN2C(=O)C2(c3ccccc3)CC2)cc1 (configuration not stated)
  -5	/	-2	0	13	-1.6	13	/	0.0	12	-1
- COc1cc(C(=O)Nc2ccc3c(c2)ncn3C)cc(OC)c1OC
  8	0	-8	-2	3	0.1	76*	15	-0.1	10	-2
- O=C(Cc1ccc([N+](=O)[O-])cc1)Nc1ccc(O)cc1C(=O)O
  -14	1	-2	-14	20	-1.4	-1	-36	-0.2	8	16
- CCN(CC)C(=O)/C(=C/c1ccc(F)cc1)NC(C)=O
  -3	0	-1	-12	17	4.4	14	2	-0.3	-7	4
- CC(C)c1ccc(NC2CCCN(C(=O)c3ccnc(Cl)c3)C2)cc1 (configuration not stated)
  -3	4	-1	12	7	0.8	5	8	-0.3	7	-1
- Cc1ccnc(NC(=O)CCC(=O)N(CC(=O)NC2CCCCC2)c2ccc3c(c2)OCO3)c1
  -1	1	0	-8	10	-0.4	-2	-1	0.2	9	-9
- CCN(CC(=O)NCc1cccs1)C(=O)c1ccc(S(=O)(=O)Nc2ccccc2Cl)cc1
  -5	1	12	-16	-6	-0.1	-1	4	0.0	-5	-9
- O=C(NNC(=O)c1cccc2ccccc12)c1ccccc1O
  /	1	-3	-8	-50	0.1	1	6	0.3	-10	8
- CC1=CN2C(=N)/C(=C/c3ccc(Sc4ccc(Cl)cc4)o3)C(=O)N=C2S1
  -20	-3	-6	9	-27	-0.8	-3	3	0.0	-20	2
- CCCCn1c(SCC(=O)Nc2oc(C)c3c(C)n[nH]c(=O)c23)nc2cc(S(N)(=O)=O)ccc21
  -6	1	4	0	12	0.1	1	1	0.1	-6	1
- Cc1cc(F)ccc1S(=O)(=O)Nc1ccc(C(=O)N2CCCCC2)cc1
  -5	/	1	6	15	2.9	-16	9	-0.1	12	-13
- CC(=O)c1ccc(S(=O)(=O)N2CCN(C(=O)CN3C(=O)NC4(CCCC4)C3=O)CC2)cc1
  -7	4	-1	7	4	0.3	-2	-4	0.5	3	-2
